# Bioassay records: PubChem BioAssay, several laboratories
# FXIIa inh 1536: blocks human coagulation factor XIIa protease activity. purified FXIIa, Boc-QGR-AMC fluorogenic substrate, 2 h. inhibition, % at 5 µM. hit rate 0.3% among 220,000; in the data active means inhibition above about 40%;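 further: 0% = enzyme with no compound and 100% = blank without enzyme; many of its hits are not listed in these tables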
# Target sequence (P00748 20-372 limits assumed): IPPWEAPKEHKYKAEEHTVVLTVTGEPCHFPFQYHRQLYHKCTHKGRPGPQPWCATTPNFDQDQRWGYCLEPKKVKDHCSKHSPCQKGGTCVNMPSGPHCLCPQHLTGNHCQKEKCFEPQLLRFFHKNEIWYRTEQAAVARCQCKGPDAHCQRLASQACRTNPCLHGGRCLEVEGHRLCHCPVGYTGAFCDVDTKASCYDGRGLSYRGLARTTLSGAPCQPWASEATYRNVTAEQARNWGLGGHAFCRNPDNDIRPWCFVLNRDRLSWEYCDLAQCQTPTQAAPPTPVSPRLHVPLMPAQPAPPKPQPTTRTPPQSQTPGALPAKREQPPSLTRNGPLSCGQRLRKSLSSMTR
# Target sequence (P00748 373-615 limits assumed): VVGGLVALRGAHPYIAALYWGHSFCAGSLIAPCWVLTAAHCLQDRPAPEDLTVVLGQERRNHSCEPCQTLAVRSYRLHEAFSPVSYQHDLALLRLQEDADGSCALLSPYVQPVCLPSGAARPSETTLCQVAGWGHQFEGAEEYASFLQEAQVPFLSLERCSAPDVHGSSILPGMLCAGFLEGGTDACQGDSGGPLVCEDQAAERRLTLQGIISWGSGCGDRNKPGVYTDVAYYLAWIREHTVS
# Rad51 HR inh: Rad51 (human) homologous recombination inhibition. Q06609. hRad51 DNA strand exchange, fluorescence dequenching. inhibition, % at 10 µM. hit rate 0.085% among 200,000. AID 1385;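 active means inhibition above 40% at the single screening dose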;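 further: 0% = DMSO control wells and 100% = blanks with heterologous ssDNA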
# Target sequence (Q06609 whole entry, looked up): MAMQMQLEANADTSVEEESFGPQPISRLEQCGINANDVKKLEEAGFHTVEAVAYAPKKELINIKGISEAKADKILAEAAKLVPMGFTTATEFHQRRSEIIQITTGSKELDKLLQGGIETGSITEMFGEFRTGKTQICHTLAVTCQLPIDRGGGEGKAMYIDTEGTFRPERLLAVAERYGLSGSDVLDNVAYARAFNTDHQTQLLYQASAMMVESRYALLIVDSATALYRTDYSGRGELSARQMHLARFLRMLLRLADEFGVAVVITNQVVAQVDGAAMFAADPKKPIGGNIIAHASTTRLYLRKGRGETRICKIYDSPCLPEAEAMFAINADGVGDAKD
#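 Material: human Rad51–ssDNA filaments; Probe or stimulus: labelled 47-mer dsDNA for strand exchange; Doses: single 10 µM dose; Incubation: 37 °C 15-min filament assembly, 30-min compound preincubation, 15-min exchange; Technique: FRET fluorescence dequenching, excitation 485 nm, emission 520 nm; Measure: Fluorescence-based percent inhibition, control- and blank-normalised; Benchmarks: plate control and blank wells.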
# PERK inhibitor: inhibitors of human PERK kinase. hit rate 0.17% among 220,000. inhibition, % at 5.6 µM. CHO PERK-DD fusion, SEAP luminescence translation reporter. Q9NZJ5. AID 1416;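 active means inhibition above the mean inhibition of all tested compounds plus 3 SD, set separately per screening campaign, cut at about 2.9% in these data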;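 further: PERK kinase domain activated by AP20187 dimerizer at 100 nM; 0% = DMSO with dimerizer and 100% = rapamycin at 8.4 µM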
# FXIa inh: inhibitors of human coagulation factor XIa | purified FXIa, Boc-Glu-Ala-Arg-AMC fluorogenic substrate | hit rate 0.14% among 220,000 | inhibition, % at 5 µM | P03951;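 active means inhibition of at least 40%; inactive means inhibition below 40%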;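 further: fluorescence of freed AMC excited at 355 nm; 0% = enzyme without compound and 100% = no enzyme blank; many of its hits are not listed in these tables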
# KCC2 mod: modulates chloride dependent transport by human KCC2 | KCC2 cells, thallium flux FluoZin-2 fluorescence | B-score of Tl+ flux slope (higher = more flux/activation; lower = inhibition) at 10 µM | hit rate 2.2% among 190,000 | AID 1456;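 active means thallium flux slope and its plate-corrected score both differing from the plate sample mean at a set confidence after two filtering rounds, in either direction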;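 further: slope of fluorescence scaled to starting intensity during 10 to 20 s after thallium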
# m-calpain inh: blocks pig calpain II enzyme activity. purified calpain II, fluorogenic peptide substrate, 30 min. inhibition, % at 16 µM. hit rate 0.37% among 220,000. AID 1236;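 active means inhibition above about 50%, limit read from the data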
# Thrombin inh: inhibitors of human thrombin; AID 1046; P00734; inhibition, % at 5 µM; hit rate 0.26% among 220,000; alpha-thrombin, Boc-VPR-AMC fluorogenic substrate cleavage;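 active means inhibition at or above 40%; inactive means inhibition below 40%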;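 further: 0% = enzyme with no compound and 100% = wells without enzyme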
#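 Material: human alpha-thrombin protein. Incubation: reaction at ambient temperature. Technique: fluorescence of released AMC, ex 355 nm, em 460 nm. Control set: no-compound enzyme wells and no-enzyme blanks. Also added: Boc-VPR-AMC substrate, 15 µM final. Buffer or medium: pH 7.5 Tris (50 mM) with NaCl 150 mM, Tween 20 0.05%.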
# KLK5 inh: blocks human kallikrein 5 protease activity. AID 873. recombinant hK5, fluorogenic AMC substrate cleavage. inhibition, % at 5 µM. hit rate 0.59% among 210,000;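 active means inhibition of 40% or more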;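 further: 0% = enzyme controls without compound and 100% = no-enzyme blanks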
# Furin inh: human furin inhibition; hit rate 0.061% among 220,000; inhibition, % at 30 µM; P09958; purified furin, fluorogenic substrate cleavage; in the data active means inhibition above about 25%; further: inactives centre near -15
# * marks the source's active call; other numbers are inactive results; i = inactive; . = no result given; [ ] = remark or other dose. This is a subset; rates above refer to the full screens.
SMILES,FXIIa inh 1536,Rad51 HR inh,PERK inhibitor,FXIa inh,KCC2 mod,m-calpain inh,Thrombin inh,KLK5 inh,Furin inh
Cc1sc(NC(=O)Nc2ccccc2)c(C(N)=O)c1C,9,-25,-0.6,1,0.56,22,-1,1,-15
CCOc1ccc(-c2nnc3sc(COc4ccccc4)nn23)cc1,10,3,0.3,1,.,2,-1,-18,-2
C/C(=C\C(=O)O)CC(=O)O,0,.,-0.1,-19,-0.011,13,1,7,5[20 µM]
Cc1ccc(-c2ccc(CCC(=O)O)o2)cc1,17,.,0.6,0,.,12,3,-2,-8[20 µM]
COc1ccc(-n2nnnc2SCC(=O)Nc2nnc(C)s2)cc1OC,6,0,-0.7,-8,-0.55,-15,-4,2,-4
CC1CCCCN1S(=O)(=O)c1ccc(C(=O)Nc2nnc(-c3ccncc3)o2)cc1 (stereo unspecified),5,19,0.8,-7,-0.47,-25,0,-12,-14
CCCSc1nsc(SCCC)c1C#N,-5,1,-0.1,-3,0.78,8,-17,1,0[20 µM]
O=C(COC(=O)c1ccc2c(c1)S(=O)(=O)c1ccccc1C2=O)NC1CC1,4,21,1.5,-2,0.11,18,-13,-4,-12
COc1ccc(/C=C/C(=O)OCC(=O)NCCC2=CCCCC2)cc1,5,-19,0.8,4,-0.98,32,-1,1,-14
Cc1ccccc1NC(=O)N1CCN(C/C=C/c2ccccc2)CC1,2,-44,2.1,-4,-0.11,3,1,-8,-12
CCc1nnc(NC(=O)CSc2nc3ccc(OC)cc3[nH]2)s1,7,-34,-0.3,-8,-0.48,-21,2,-2,-10
CCC(C)(c1ccc(C=O)s1)c1ccc(C=O)s1,15,-3,-0.1,3,-0.98,-27,5,4,-23[20 µM]
CC(=O)Nc1ccccc1/C=C/c1ccc2c(C)cc(C)c(O)c2n1,5,-5,0.4,-6,0.14,48,-1,-20,-20
Cc1ccccc1C(=O)NN1CCOCC1,13,1,0.7,4,0.75,-7,-5,-12,-9
Cc1ccccc1NNC(N)=S,7,5,0.7,-5,-0.58,-25,-7,-4,-24
CC1CCCCC1NC(=O)Cn1nc(-c2ccccc2)ccc1=O (stereo unspecified),-2,-1,-0.1,1,-2.1,8,-8,3,-39
Cc1cc2ncn(-c3nnnn3-c3ccccc3)c2cc1C,3,-1,-0.4,2,-1.7,-19,3,5,-16
C=CCc1c(C)nc(SC)nc1Nc1ccc(C)cc1,0,-7,-0.8,-5,.,18,-2,-1,-22[20 µM]
COCCCNC(=O)c1ccc(NC(C)=O)cc1,8,6,0.7,-4,1.7,-7,-8,0,-18
Cc1ccc(-c2sc(C)nc2CC(=O)O)cc1,1,7,1.3,-1,-0.1,-26,-10,-2,-28
COc1cccc(NC(=O)c2ccc(S(=O)(=O)N3CCCCC3)cc2)c1,13,-4,-0.7,4,-1.3,-11,-1,-8,-22
COc1ccc(-n2c(Cn3nc(C(F)(F)F)cc3C)n[nH]c2=S)cc1,11,6,0.8,3,-0.6,11,-6,-3,-27
CC(C)(C)[C@H]1C=C(C(N)=O)O[C@@H](OCCCCO)C1,9,0,.,3,-0.32,-10,2,2,-8
O=C(C(=O)N1CCc2ccccc2C1)c1cn(CC(=O)N2CCCCC2)c2ccccc12,2,-7,-0.8,-2,-1.7,-30,-8,-6,-12
CCOC(=O)c1cc(NC(=O)CSc2nnc(CN3CCOCC3)n2C)ccc1Cl,17,2,0.4,6,-1.6,-8,3,-9,16[20 µM]

# Look-ups from above:
# Cc1ccccc1NNC(N)=S in FXIa inh shows -5
# C/C(=C\C(=O)O)CC(=O)O in m-calpain inh shows 13

# Further results follow.
SMILES,FXIIa inh 1536,Rad51 HR inh,PERK inhibitor,FXIa inh,KCC2 mod,m-calpain inh,Thrombin inh,KLK5 inh,Furin inh
O=C(O)c1ccccc1C(=O)OCCCCOC(=O)c1ccccc1C(=O)O,19,-9,-0.8,5,0.13,-18,1,-33,-22
COCCn1nnnc1SCC(=O)NCc1ccc2c(c1)OCO2,5,-28,0.9,2,0.018,10,-11,-2,-28
CCOC(=O)C1=C(C)NC(=S)NC1c1cccs1 (stereo unspecified),1,0,-0.4,-5,-0.63,8,-9,5,-16
Cc1ccc(O)c(NC(=O)c2cc3nc4c(c(C(F)(F)F)n3n2)CCc2ccccc2-4)c1,17,-10,-0.6,4,.,5,4,5,-26[20 µM]
COc1cccc(CN2CCN(c3ccc(F)cc3)C2=O)c1,10,.,1.0,1,-2.5,27,-1,.,-18
Cc1ccc(C(=O)Nc2ccccc2N2CCCCC2)cc1[N+](=O)[O-],6,-5,1.0,1,0.018,18,1,2,-16
Cc1cc2nc(CCN3CCOCC3)n(S(=O)(=O)c3ccc(C(C)(C)C)cc3)c2cc1C,17,0,-0.4,7,-0.28,-66,5,-2,-6[20 µM]
CC(C)N(C(=O)CO/N=C/c1cccc([N+](=O)[O-])c1)C(C)C,11,12,0.5,1,1.6,35,1,-6,-23
Cc1cccc(-n2c(N)cc(=O)[nH]c2=S)c1C,1,13,0.5,-4,-0.17,-4,-2,-6,-26[20 µM]
COc1ccc2nc(SCc3cnc(C)nc3N)[nH]c2c1,9,2,-0.3,-1,.,-17,-4,-24,-9[20 µM]
CC(=O)N(C)c1ccc(NC(=O)c2ccc([N+](=O)[O-])cc2Cl)cc1,-3,6,0.1,-2,0.07,-10,-5,-9,-6
CC(=O)c1cccc(NC(=O)Cn2cc3c(n2)CCCC3)c1,5,-6,-0.1,-2,0.91,5,-2,3,-13
CCN(CC)C(=O)c1cc2c(=O)n3ccccc3nc2s1,-8,0,-0.7,-7,-0.37,i,-10,-48,-67
O=[N+]([O-])c1ccc(CN2CCCCCC2)s1,3,5,0.8,0,0.18,8,-6,-10,-9
CCn1c(CN2C(=O)CSc3ccccc32)n[nH]c1=S,2,3,1.4,6,0.96,-17,-4,-1,-34
COc1ccc(Cn2nnnc2CN2CCC(O)(c3ccccc3F)CC2)cc1,8,4,0.6,-2,-0.11,-29,-7,2,-24
Cc1cc(=O)[nH]c(SCc2nnc(-c3ccccc3)o2)n1,19,10,0.0,2,-0.8,17,1,-2,-18[20 µM]
CC1(C)CC(=O)C(C(=S)Nc2ccccc2)=C(NCCN2CCOCC2)C1,21,4,0.5,6,-0.012,-7,3,3,-20
COC(=O)CSc1nc(-c2ccccc2)nc2ccccc12,8,28,-0.5,-1,0.22,-13,4,-3,-21
Cn1cc(/C=N/NC(=O)c2ccc(C#N)cc2F)c2ccccc21,.,1,-0.2,-5,-0.28,-16,-7,-2,-16
COC(=O)CCC(=O)NS(=O)(=O)c1ccc(N=NN2CCOCC2)cc1,6,-5,0.7,-2,1.3,-12,-5,-2,-11
Cc1cccn2c(=O)c3cc(C(=O)N4CCN(C(=O)c5ccco5)CC4)n(C)c3nc12,-8,.,-1.1,-9,.,i,-7,-4,-34
Cn1ccc2c([N+](=O)[O-])cccc2c1=O,5,10,0.4,-4,-0.14,-8,-4,6,-13
O=C(Cc1ccc(-c2ccccc2)cc1)NNC(=S)NCc1ccco1,0,-1,0.4,3,-0.65,-14,-1,-39,-16
O=C1C2C(c3ccccc3)=NN(c3ccccc3)C2C(=O)N1c1ccccc1 (stereo unspecified),-6,12,0.9,1,0.00044,-379,-12,-41,-86

# Next part.
SMILES,FXIIa inh 1536,Rad51 HR inh,PERK inhibitor,FXIa inh,KCC2 mod,m-calpain inh,Thrombin inh,KLK5 inh,Furin inh
COCCCNC(=O)c1ccc2c(c1)ncn2-c1ccccc1OC,10,13,0.4,-7,-0.036,-25,-10,-12,-12
CS(=O)(=O)N(CC(=O)Nc1ccc(S(=O)(=O)N2CCOCC2)cc1)c1ccccc1Br,3,9,1.1,-3,0.3,-18,-5,-8,-18
C/C(=N\O)c1cc(Cl)cc(Cl)c1O,6,5,1.2,-1,-1.2,-7,-2,-4,-12
CCOC(=O)C1CCN(c2c(NCCCN(CC)c3ccccc3)c(=O)c2=O)CC1,5,-1,-0.4,-4,-1,-2,-7,-13,-16[20 µM]
C=CCn1c(SCC(=O)NCCc2ccccc2)nnc1C(C)NC(=O)c1cccs1 (stereo unspecified),30,-4,0.1,21,0.14,-3,7,-6,-4[20 µM]
COc1ccc(Cc2c(O)nc(SC)n(C(C)=O)c2=O)cc1,19,-3,0.2,0,-0.081,-4,1,-5,-13
Cc1nc(C)c(C(=O)Nc2ccc(C)c(F)c2)o1,33,-7,0.8,20,.,-67,8,2,-8[20 µM]

# Among those listed so far, these have a halogen:
SMILES,FXIIa inh 1536,Rad51 HR inh,PERK inhibitor,FXIa inh,KCC2 mod,m-calpain inh,Thrombin inh,KLK5 inh,Furin inh
COc1ccc(-n2c(Cn3nc(C(F)(F)F)cc3C)n[nH]c2=S)cc1,11,6,0.8,3,-0.6,11,-6,-3,-27
CCOC(=O)c1cc(NC(=O)CSc2nnc(CN3CCOCC3)n2C)ccc1Cl,17,2,0.4,6,-1.6,-8,3,-9,16[20 µM]
Cc1ccc(O)c(NC(=O)c2cc3nc4c(c(C(F)(F)F)n3n2)CCc2ccccc2-4)c1,17,-10,-0.6,4,.,5,4,5,-26[20 µM]
COc1cccc(CN2CCN(c3ccc(F)cc3)C2=O)c1,10,.,1.0,1,-2.5,27,-1,.,-18
CC(=O)N(C)c1ccc(NC(=O)c2ccc([N+](=O)[O-])cc2Cl)cc1,-3,6,0.1,-2,0.07,-10,-5,-9,-6
COc1ccc(Cn2nnnc2CN2CCC(O)(c3ccccc3F)CC2)cc1,8,4,0.6,-2,-0.11,-29,-7,2,-24
Cn1cc(/C=N/NC(=O)c2ccc(C#N)cc2F)c2ccccc21,.,1,-0.2,-5,-0.28,-16,-7,-2,-16
CS(=O)(=O)N(CC(=O)Nc1ccc(S(=O)(=O)N2CCOCC2)cc1)c1ccccc1Br,3,9,1.1,-3,0.3,-18,-5,-8,-18
C/C(=N\O)c1cc(Cl)cc(Cl)c1O,6,5,1.2,-1,-1.2,-7,-2,-4,-12
Cc1nc(C)c(C(=O)Nc2ccc(C)c(F)c2)o1,33,-7,0.8,20,.,-67,8,2,-8[20 µM]
